Compound activity from PubChem BioAssay.
TAAR1 antag = human TAAR1 antagonists, primary screen, Fluo-8 calcium fluorescence, CHO RD-HGA16 cells | Trace amine-associated receptor 1 (Homo sapiens), Q96RJ0 | antagonist | inhibition, % at 3 µM | hit rate 1.5% among 360,000;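 active = inhibition above a per-plate cutoff, the mean inhibition of test compounds on that plate plus 3 SD, cut at about 49% in these data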;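 note: 0% = DMSO plus EC80 beta-PEA response and 100% = DMSO alone without agonist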
Target sequence (Q96RJ0 whole entry, looked up): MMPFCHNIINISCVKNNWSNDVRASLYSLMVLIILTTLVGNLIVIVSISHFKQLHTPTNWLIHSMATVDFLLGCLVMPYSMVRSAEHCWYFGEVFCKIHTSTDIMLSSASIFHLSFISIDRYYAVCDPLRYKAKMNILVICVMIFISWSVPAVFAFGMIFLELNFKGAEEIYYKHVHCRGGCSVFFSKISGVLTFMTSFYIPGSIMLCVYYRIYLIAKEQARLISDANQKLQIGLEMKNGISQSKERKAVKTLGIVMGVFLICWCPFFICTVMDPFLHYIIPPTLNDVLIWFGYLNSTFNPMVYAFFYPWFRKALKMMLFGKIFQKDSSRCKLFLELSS
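Material: CHO RD-HGA16 cells bearing hTAAR1; compound dosing: one-point dosing, 3 µM nominal final; schedule: dye loading 75 min at 37 °C, then 30 min room temperature; measured by: calcium fluorescence with Fluo-8; control set: vehicle and agonist controls; replication: n of 1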
CHRM1 PAM = human M1 muscarinic receptor positive allosteric modulators, primary screen, CHO-K1 cells, Fluo-8 calcium fluorescence, 1536-well; CHO-K1 hM1, ACh EC20; 0% = ACh EC20, 100% = maximal ACh; activation, % at 3 µM; hit rate 0.088% among 360,000; in the data active = activation above about 19%, passing the limit was not always enough
Target sequence (P11229 whole entry, looked up): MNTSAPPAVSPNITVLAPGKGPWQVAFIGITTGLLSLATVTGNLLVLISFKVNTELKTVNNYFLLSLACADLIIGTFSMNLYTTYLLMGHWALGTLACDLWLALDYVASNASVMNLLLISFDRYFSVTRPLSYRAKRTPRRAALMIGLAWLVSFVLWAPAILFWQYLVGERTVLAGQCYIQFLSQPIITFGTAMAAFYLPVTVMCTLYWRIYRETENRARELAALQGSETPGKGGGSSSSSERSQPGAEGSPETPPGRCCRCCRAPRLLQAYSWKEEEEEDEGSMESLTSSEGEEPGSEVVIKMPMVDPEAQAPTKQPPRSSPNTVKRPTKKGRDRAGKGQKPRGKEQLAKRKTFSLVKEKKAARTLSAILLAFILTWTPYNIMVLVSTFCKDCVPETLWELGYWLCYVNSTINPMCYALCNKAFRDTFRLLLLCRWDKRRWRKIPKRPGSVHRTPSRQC
TAAR1 agonist = human TAAR1 agonists, primary screen, Fluo-8 calcium fluorescence, CHO RD-HGA16 cells; Trace amine-associated receptor 1 (Homo sapiens), Q96RJ0; vehicle wells 0%, saturating PEA agonist 100%; activation, % at 3 µM; hit rate 0.99% among 360,000; AID 624467, 2012;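 active = activation above the mean activation of all test compounds in the run plus 3 SD, cut at about 38% in these data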
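Test system: RD-HGA16 (CHO) cells co-expressing Gα16 and hTAAR1 | Doses: Single dose, 3 µM | Schedule: 17-24 h seeding, 75 min 37 °C dye, 30 min RT | Evaluation: % activation from peak over basal fluorescence ratio, DMSO-to-PEA scaled | Technique: Kinetic Fluo-8 calcium fluorescence | Benchmarks: Low control DMSO, high control PEA (EC100)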
OXTR potentiate = human OXTR potentiators, primary screen, fluorescence, CHO-OTR cells, Fluo-8 calcium; hit rate 0.061% among 320,000; activation, % at 3 µM; AID 2445, 2010; Fluo-8 calcium fluorescence, potentiator mode; 0% = oxytocin EC15, 100% = EC100;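 active = activation above that plate's cutoff, the mean activation of tested compounds plus 3 SD, cut at about 6.6% in these data, passing the limit was not always enough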;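 note: 100% uses oxytocin at 75 nM as the full agonist control; some results filed as inactive read as strong as hits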
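System: human OTR in CHO cells / Also added: sub-maximal oxytocin, roughly EC15 / Control set: EC15 oxytocin low, 75 nM oxytocin high / Schedule: 6 min compound pre-incubation at room temperature, 100 s kinetic read / Compound: single-point 3.0 µM / Replication: singlicate / Technique: Fluo-8 calcium dye fluorescence / Read-out basis: % activation of max/min ratio relative to oxytocin controls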
CHRM1 antagonist = human M1 muscarinic receptor antagonists, primary screen, CHO-K1 cells, Fluo-8 calcium fluorescence, 1536-well; CHO-K1 hM1, ACh EC80 antagonist; inhibition, % at 3 µM; hit rate 1.3% among 360,000;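 active = percent inhibition above its own plate's cutoff, namely the mean of that plate's compound wells plus 3 SD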;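 note: peak over basal fluorescence ratio during 140 s after agonist addition; 0% = ACh EC80 plus DMSO and 100% = DMSO alone without agonist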
OXTR ag = human OXTR agonists, primary screen, fluorescence, CHO-OTR cells, Fluo-8 calcium. Oxytocin receptor (Homo sapiens), P30559. hit rate 0.32% among 320,000. activation, % at 3 µM. AID 2435, 2010. Fluo-8 calcium fluorescence; normalized: DMSO 0%, oxytocin 100%;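 active = activation above the mean of all tested compounds plus 3 SD, cutoff set per screening run, cut at about 20% in these data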;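 note: peak over basal fluorescence ratio from a 100 s FLIPR kinetic read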
CHRM1 agonist = human M1 muscarinic receptor agonists, primary screen, Fluo-8 calcium fluorescence, CHO-K1 cells, HTS | CHO-K1 hM1, agonist mode; 0% DMSO, 100% acetylcholine EC100 | activation, % at 3 µM | hit rate 0.33% among 360,000 | AID 588814, 2011;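 active = activation above the run's mean compound activation plus 3 SD, cut at about 16% in these data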;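 note: peak over basal fluorescence ratio within a 140 s kinetic read after compound addition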
V1aR counter = agonists of human V1a receptor, primary screen, counter-screen for OXTR agonist project, fluorescence, CHO-V1R cells. Vasopressin V1a receptor (Homo sapiens), P37288. Fluo-8 calcium fluorescence, agonist mode; 0% DMSO, 100% 3 nM vasopressin. activation, % at 3 µM. hit rate 0.25% among 320,000;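 active = activation above the mean activation of all tested compounds plus 3 SD, per screening run, cut at about 20% in these data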;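 note: signal is peak over basal fluorescence ratio across a 100 second FLIPR read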
CHO parental Ca = ATP-evoked calcium signal inhibitors, parental CHO, primary screen, counter-screen for OX1R antagonist project, cell-based, fluorescence, Fluo-8 calcium dye. parental CHO-K1, ATP-induced calcium, Fluo-8 fluorescence. inhibition, % at 5.6 µM. hit rate 0.63% among 330,000. AID 463079, 2010;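 active = inhibition above that plate's mean sample inhibition plus 3 SD, cut at about 26% in these data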;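 note: 0% = ATP-challenged DMSO wells and 100% = DMSO wells without ATP; some compounds past the cut are filed as inactive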
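Assay system: parental CHO cells; Read-out basis: percent inhibition of ATP-evoked calcium rise, normalized to controls; Benchmarks: ATP and no-ATP DMSO wells; Compound dosing: single nominal dose of 5.6 µM per compound; Signal: Fluo-8 calcium dye fluorescence; Also added: ATP as calcium-mobilizing challenge; Repeats: singlicate.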
Numbers without * were called inactive; / = no result given.

Start of the listing, in advance, 9 compounds:
SMILES	TAAR1 antag	CHRM1 PAM	TAAR1 agonist	OXTR potentiate	CHRM1 antagonist	OXTR ag	CHRM1 agonist	V1aR counter	CHO parental Ca
COCCN(CC(=O)Nc1cccc(C)c1C)C(=O)C1(c2ccccc2)CC1	-4	-6	1	-3	20	-1.2	-1	-1.2	-14
CCOC(=O)CN(c1ccccc1C)S(=O)(=O)c1ccc(Cl)cc1	-6	-8	4	-14	17	-0.2	-6	-1.7	-19
O=C(COC(=O)c1cccnc1)NC1CCCc2ccccc21 (stereo not given)	-13	4	1	/	-3	/	-4	/	/
O=C(CNC(=S)NC(=O)C1CCCCC1)c1ccccc1	-4	8	2	0	-6	-0.8	-3	-0.8	1
CCCC(=O)Nc1ccc(Cl)c(NC(=O)c2cccnc2)c1	10	3	8	-6	-22	3.8	-3	0.3	-5
COCCNC(=O)CC(NS(=O)(=O)c1ccc(NC(C)=O)cc1)C(C)C (stereo not given)	8	4	0	-2	-17	0.2	-2	0.3	0
CC(CCc1ccccc1)NC(=O)C1CCN(S(=O)(=O)c2cnc[nH]2)CC1 (stereo not given)	-12	-1	2	0	3	-0.1	-1	-0.5	-3
Cc1ccc(N(CC(=O)N2CC(=O)Nc3ccccc32)S(=O)(=O)c2ccc3c(c2)OCCO3)cc1	13	6	6	-6	-2	-0.3	-3	0.2	-26
CC(=O)c1c(C)oc2ccc(O)c(CN3CCOCC3)c12	-1	8	7	-13	-17	0.2	-4	0.2	-11

The whole of this part, repeating the preview:
SMILES	TAAR1 antag	CHRM1 PAM	TAAR1 agonist	OXTR potentiate	CHRM1 antagonist	OXTR ag	CHRM1 agonist	V1aR counter	CHO parental Ca
COCCN(CC(=O)Nc1cccc(C)c1C)C(=O)C1(c2ccccc2)CC1	-4	-6	1	-3	20	-1.2	-1	-1.2	-14
CCOC(=O)CN(c1ccccc1C)S(=O)(=O)c1ccc(Cl)cc1	-6	-8	4	-14	17	-0.2	-6	-1.7	-19
O=C(COC(=O)c1cccnc1)NC1CCCc2ccccc21 (stereo not given)	-13	4	1	/	-3	/	-4	/	/
O=C(CNC(=S)NC(=O)C1CCCCC1)c1ccccc1	-4	8	2	0	-6	-0.8	-3	-0.8	1
CCCC(=O)Nc1ccc(Cl)c(NC(=O)c2cccnc2)c1	10	3	8	-6	-22	3.8	-3	0.3	-5
COCCNC(=O)CC(NS(=O)(=O)c1ccc(NC(C)=O)cc1)C(C)C (stereo not given)	8	4	0	-2	-17	0.2	-2	0.3	0
CC(CCc1ccccc1)NC(=O)C1CCN(S(=O)(=O)c2cnc[nH]2)CC1 (stereo not given)	-12	-1	2	0	3	-0.1	-1	-0.5	-3
Cc1ccc(N(CC(=O)N2CC(=O)Nc3ccccc32)S(=O)(=O)c2ccc3c(c2)OCCO3)cc1	13	6	6	-6	-2	-0.3	-3	0.2	-26
CC(=O)c1c(C)oc2ccc(O)c(CN3CCOCC3)c12	-1	8	7	-13	-17	0.2	-4	0.2	-11
CCCc1cc(=O)[nH]c2nnc(SCC(=O)Nc3ccc(NC(C)=O)cc3)n12	-28	5	3	8	-9	1.6	-2	0.0	-15
CN(Cc1c(F)cccc1Cl)C(=O)c1cccc(S(=O)(=O)NCc2ccccc2)c1	12	4	2	-12	-10	-1.4	-2	2.3	-21
O=C(CSc1c2c(nc3cc(Cl)ccc13)CCCC2)NCc1ccco1	-7	-1	-1	-12	3	-2.5	-3	-0.3	-27
Cc1nc2nc[nH]n2c(=O)c1NC(=O)c1cccc(OCC(C)C)c1	-17	-4	5	-1	18	1.0	-1	0.5	0
O=C(O)c1cccc(NC(=S)NC(=O)c2ccc(-c3ccccc3)cc2)c1	-2	10	5	-7	-6	-0.8	-6	0.6	2
CC(C)(C)NC(=O)C(c1ccncc1)N(Cc1ccc(F)cc1)C(=O)c1ccc(-c2ccccc2)[nH]1 (stereo not given)	-5	11	0	0	2	-1.5	-12	-0.9	-22
O=C(CN1C(=O)/C(=C/c2ccc(F)cc2)SC1=S)NC1C=CS(=O)(=O)C1 (stereo not given)	-30	4	1	-6	1	1.2	-1	0.6	-4
COc1ccc([N+](=O)[O-])cc1NC(=O)c1ccco1	6	4	6	-10	-3	-0.7	-3	-0.2	-6
COc1cccc(CC(=O)NC2CCCN(Cc3ccc(Cl)cc3)C2)c1 (stereo not given)	-10	12	8	-1	-16	-1.1	-8	-0.3	-24
CN(C)CCNC(=O)c1ccc(-c2cnn(C)c2)c2ccoc12	-9	4	0	/	0	/	-3	/	/
CCN(Cc1ccncc1)C(=O)c1cc(COc2ccc(OC)cc2Cl)on1	-15	3	0	-9	-3	1.9	-3	7.0	0
COc1ccc(Cn2c(CCC(=O)Nc3ccccc3)nc3cccnc32)cc1	4	7	12	-16	5	-1.6	-2	-0.5	-5
COc1ccc(OC)c(S(=O)(=O)Nc2ccc3oc(C)c(C(C)=O)c3c2)c1	-7	5	9	-12	-10	5.3	1	7.6	-12
CCn1c(=NC(=O)c2ccco2)sc2cccc(F)c21	-17	-1	0	-1	-8	-1.8	-8	-1.2	-17
COc1ccc(-n2c(C)cc(C3=NNC(=NC4CC4)SC3)c2C)cc1	-20	5	0	/	1	/	-7	/	/
CCOC(=O)c1c(NC(=O)COC(=O)c2nccnc2N)sc(C(=O)N(C)C)c1C	14	2	6	1	12	-0.1	1	-0.6	-17
Additional structures follow.
SMILES	TAAR1 antag	CHRM1 PAM	TAAR1 agonist	OXTR potentiate	CHRM1 antagonist	OXTR ag	CHRM1 agonist	V1aR counter	CHO parental Ca
COc1ccc(CCNC(=O)C2CCN(Cc3nc(-c4ccccc4F)oc3C)CC2)cc1OC	-3	-2	0	-6	5	-1.5	-3	-0.6	-25
CC1(C(=O)CSc2nc3ccccc3s2)CCC(=O)O1 (stereo not given)	-13	11	6	-5	-16	-0.4	-3	-0.9	-13
COc1ccccc1C(CNC(=O)C1COc2ccccc2O1)N1CCCC1 (stereo not given)	-9	-24	-1	-2	77*	0.4	-6	-0.9	-18
COc1ccc(CN2C(=O)CNC2=S)cc1	3	9	4	-13	-8	-0.4	-6	-0.1	-7
Cc1ccc(NS(=O)(=O)c2ccccc2)c(NS(=O)(=O)c2ccccc2)c1	0	-3	0	/	7	/	-3	/	/
COc1ccc(-n2cnc3ccccc32)cc1	0	10	-1	-4	-7	-0.2	-3	-0.4	-15
Cc1nc2scc(-c3ccc(C(C)C)cc3)c2c(=O)n1N	21	-13	6	-12	15	3.0	-3	3.8	-24
Cn1c(=O)c(=O)n(C)c2cc(S(=O)(=O)NCCOc3ccccc3Cl)ccc21	-8	12	0	2	-2	1.1	-10	1.7	-4
CCc1ccccc1OCC(=O)Nc1ccc(S(N)(=O)=O)cc1	10	6	9	-4	-3	0.3	-3	-0.5	1
CCOC(=O)N1CCC(NC(=O)c2ccc(CS(=O)c3ccc(Cl)cc3)o2)CC1 (stereo not given)	0	-2	2	-5	28	0.0	-5	1.6	-9
Cc1noc(C)c1CSc1nnc2sc3ccccc3n12	2	8	12	-13	-13	-0.4	-6	0.3	-14
Nc1nonc1-n1nnc(C(=O)N/N=C/c2ccc(Cl)cc2)c1-c1ccc2c(c1)OCO2	45	-5	133*	-5	5	10	1	6.1	-18
O=C1C(Nc2ccccc2)=CC(c2ccc(O)cc2)N1c1ccccc1 (stereo not given)	-12	11	0	-10	-8	0.5	-1	1.4	5
Cc1cc(C)cc(NC(=O)c2ccc(CSc3nnc(C)s3)cc2)c1	66*	-12	13	-5	36*	-3.1	0	1.8	-3
C=CCn1c(SCC2CCCCO2)nc2sc(CC)cc2c1=O (stereo not given)	10	-3	11	1	8	-0.4	-2	-0.3	-21
COc1cccc(-c2cccc(NC(=O)C3CCN(CCCn4cccn4)CC3)c2)c1	0	1	1	/	-6	/	-10	/	/
Cc1ccc(NC(=O)CCn2cccc2)cc1F	11	8	0	-4	-7	-1.5	-3	-0.3	0
Cc1ccc(CNC(=O)Nc2ccc(OC(F)(F)F)cc2)n1C	-7	-3	3	-9	7	-0.2	-4	1.3	-13
Cc1ccc(N(CC(=O)NCCSc2nc3ccccc3s2)S(=O)(=O)c2ccccc2)c(C)c1	0	2	1	-13	-2	1.6	-8	2.4	-12
O=c1ncn(-c2cccc(Cl)c2)c2ccccc12	-13	6	3	0	-14	0.2	-3	0.6	-8
Cc1ccc(C(=O)CSc2ccc(-c3cccnc3)nn2)cc1	-11	2	1	-1	-5	-1.3	-5	0.9	-8
COc1cc(SC#N)ccc1N=Cc1c(C)[nH]n(-c2ccc(C)cc2C)c1=O	-9	6	-3	-9	-7	-0.1	-3	0.5	-2
Cc1ccc(NC(=O)[C@H](CC(C)C)NC(=O)[C@@H]2Cc3ccccc3CN2)cc1	3	9	0	-5	-11	-0.7	-1	-0.1	-20
Cc1cc(OCC(O)CN2CCc3ccccc3C2)ccc1Cl (stereo not given)	-4	-1	17	1	-2	0.1	-9	1.6	-14
CCOC(=O)c1ccc2[nH]c3c(c2c1)CN(C)CC3	14	6	0	-1	-9	0.2	-9	-0.7	-3
COc1ccc(-c2cc(C(=O)NC(C(=O)O)C(C)C)c(C)o2)cc1OC (stereo not given)	-3	6	0	-8	-11	-0.4	-3	1.7	-14
C=CCN1C(=O)C(CC(=O)Nc2ccccc2)N(Cc2ccccn2)C1=S (stereo not given)	6	7	9	-9	-4	1.4	-2	1.2	-5
